Screening data from PubChem BioAssay.
PTAP TSG101 blk – blocks PTAP/TSG101 interaction to inhibit HIV-1 budding. Q99816. Fluorescence polarization, FITC-PTAP peptide / Tsg101 binding. Potency, µM (doses to about 115 µM), inactives show at the highest dose activity change, negative = inhibition, usual class: inhibitors. 340,000 tested, under 10 active. AID 493005; active means well fitted inhibition curve with a large enough effect in the main read-out, with a control signal flat, not every such curve was filed as active; inconclusive means small, poorly fitted or top-dose-only effect, or effect the other way, or a change in a side signal; inactive means no such curve, though single readings can be large or run the other way; further: potency means the concentration at half of the fitted maximal effect; % of control where 0% means no effect
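Steps: Tsg101 binding domain dispensed (10 uM final), compounds pinned in DMSO, FITC-labeled PTAP-motif peptide added (50 nM final); after 20 min binding at room temperature, polarization measured.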
TSHR antagonist – antagonists of human thyroid stimulating hormone receptor; P16473; TSHR-expressing cells, TSH-stimulated cAMP HTRF, 2 h; active compounds read low; activity change, negative = inhibition, % at 11.5 µM; 330,000 compounds, 0.2% hits;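 active means activity change below a set negative limit, meaning inhibition stronger than a set level, cut at about -70% in these data; inconclusive means activity change between two set negative limits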; further: on the % scale 0 is the no-effect control and ±100 the full control effect
Target sequence (P16473 whole entry, looked up): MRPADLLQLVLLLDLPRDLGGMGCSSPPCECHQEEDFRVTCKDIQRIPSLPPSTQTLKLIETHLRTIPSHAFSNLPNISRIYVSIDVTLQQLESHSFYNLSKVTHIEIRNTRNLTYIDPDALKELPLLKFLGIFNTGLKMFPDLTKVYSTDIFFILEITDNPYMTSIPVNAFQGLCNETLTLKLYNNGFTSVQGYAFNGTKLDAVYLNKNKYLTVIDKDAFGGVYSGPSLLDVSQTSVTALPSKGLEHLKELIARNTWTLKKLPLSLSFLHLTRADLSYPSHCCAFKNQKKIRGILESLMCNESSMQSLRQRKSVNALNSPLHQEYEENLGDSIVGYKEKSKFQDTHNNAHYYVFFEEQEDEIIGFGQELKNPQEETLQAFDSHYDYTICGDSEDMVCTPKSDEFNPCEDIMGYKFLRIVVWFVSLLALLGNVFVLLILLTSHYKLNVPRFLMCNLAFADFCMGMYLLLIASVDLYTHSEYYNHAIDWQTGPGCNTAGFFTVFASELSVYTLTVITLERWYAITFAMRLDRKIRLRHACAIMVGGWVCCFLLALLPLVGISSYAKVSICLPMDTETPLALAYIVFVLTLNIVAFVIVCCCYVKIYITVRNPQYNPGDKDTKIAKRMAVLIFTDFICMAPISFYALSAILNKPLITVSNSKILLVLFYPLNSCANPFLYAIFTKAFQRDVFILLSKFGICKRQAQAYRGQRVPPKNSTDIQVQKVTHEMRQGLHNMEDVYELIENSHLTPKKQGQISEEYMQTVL
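Read-out is FRET at 665 nm (cryptate excitation 337 nm) from a cryptate-tagged anti-cAMP antibody, competed by cell cAMP against cAMP-d2. Compounds are tested on freshly harvested TSHR cells challenged with 4nM TSH (EC80) for 2 hours at 37 deg C.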
MBNL1-CUG inh – MBNL1-poly(CUG) RNA binding inhibition. TR-FRET MBNL1-His/biotin-(CUG)12 binding, 665/545 ratio. Potency, µM (top dose mostly 57.5 µM), for inactives: top-dose activity change, negative = inhibition, actives largely listed as inhibitors. AID 2675. 280,000 compounds, 0.036% hits. Q9NR56; active means well fitted inhibition curve with a large enough effect in the signal ratio, with a control signal flat, not every such curve was filed as active; inconclusive means small, poorly fitted or top-dose-only effect, or effect the other way, or a change in a side signal; inactive means no such curve, though single readings can be large or run the other way; the % refers to the signal ratio; further: potency means the concentration at half of the fitted maximal effect; on the % scale 0 is the no-effect control and ±100 the full control effect
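TR-FRET between His-tagged MBNL1 and biotin-(CUG)12 RNA, detected with Tb anti-His antibody (0.055 ng/ul) and streptavidin-XL665 (5 nM), 60 min at room temperature. Compounds titrated 92 nM to 58 uM; 665/545 nm ratio normalized to buffer and complex controls.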
AT treatment – candidate therapy for ataxia-telangiectasia | AID 485349 | 320,000 compounds, 0.19% hits | […] A-T fibroblasts, KAP-1 phosphorylation AlphaLISA; neocarzinostatin DNA damage 30 min before lysis | Potency, µM (highest dose often 57.5 µM), inactives show at the top dose activation, hits mostly activators; further: potency means the concentration at half of the fitted maximal effect; % of control where 0% means no effect; nearly all actives have a fitted effect of over 45% in size
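hTERT-immortalized A-T patient fibroblasts ([…]), 500 cells/well in OPTI-MEM, 1% FBS, got compounds for 60 min, then NCS for 30 min at 37C. Lysates were then assayed for phospho-KAP-1 by AlphaLISA (anti-pKAP1 donor, anti-KAP1 acceptor beads), 6 hr at 25C.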
TCR activator – T cell receptor activation; 330,000 tested, under 10 active; primary human leukocytes, anti-CD3, IL-2 HTRF, 48 h; AID 504894; Potency, µM (titrated, usually from 9.22 µM), for the others: at the top dose activation of IL-2 secretion, most hits filed as activators; further: % of control where 0% means no effect
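48 hr co-incubation of compounds, a-CD3 beads and primary human leukocytes; IL-2 quantified homogeneously by HTRF with anti-IL-2 K and d2 conjugates.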
a7 integrin act – activates integrin-mediated alleviation for muscular dystrophy; alpha7betagal myoblasts, beta-gal FDG fluorescence, 48 h; Potency, µM (highest dose often 38.3 µM), for inactives: at the top dose activation, actives largely listed as activators; 350,000 compounds, 0.064% hits; AID 624291;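 further: potency means the concentration at half of the fitted maximal effect; 100% = response of the positive control SU9516; nearly all actives have a fitted effect of over 60% in size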
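alpha7betagal+/- myoblasts (passage 13, 250/well) treated 48 h at 37C with compounds at 1:260 dilution of DMSO stock. Lysed, then beta-galactosidase activity read as FDG fluorescence (ex 480/em 540) after 30 min, with pre-read for autofluorescence.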
S-ASM inh – blocks human secretory acid sphingomyelinase. placental ASM, HMU-PC fluorogenic substrate, 60 min. 340,000 compounds, 0.006% hits. P17405. Potency, µM (highest dose often 57.5 µM), for inactives: at the top dose activity change, negative = inhibition, actives largely listed as inhibitors; further: potency means the concentration at half of the fitted maximal effect
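qHTS format. ASM enzyme prepared from human placenta hydrolyses the fluorogenic substrate HMU-PC0 (9 uM final) over 60 min at 37 °C after a 10 min compound preincubation.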
Menin MLL FP TR – inhibitors of human menin-MLL interaction, mutant MLL peptide; Potency, µM (top dose mostly 61.6 µM), inactives show at the top dose FP activity change, negative = inhibition, actives largely listed as inhibitors; O00255; 270,000 compounds, 0.23% hits; Menin + Texas Red MLL mutant peptide, fluorescence polarization; AID 1768; active means well fitted inhibition curve with a large enough effect in the polarisation, with a control signal flat, not every such curve was filed as active; inconclusive means small, poorly fitted or top-dose-only effect, or effect the other way, or a change in a side signal; inactive means no such curve, though single readings can be large or run the other way; the % refers to the polarisation; further: potency means the concentration at half of the fitted maximal effect; % of control where 0% means no effect; many of its hits are not listed in these tables
Mito fusion yeast – inhibitors of mitochondrial division or activators of mitochondrial fusion; S. cerevisiae fusion-defective mutant growth rescue, CellTiterGlo 48 h; Potency, µM (titrated, usually from 46.1 µM), inactives show at the highest dose growth rescue (activation), hits mostly activators; 320,000 compounds, 0.23% hits;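 further: potency means the concentration at half of the fitted maximal effect; % of control where 0% means no effect; nearly all actives have a fitted effect of over 45% in size; temperature-sensitive fusion mutants such as fzo1-1 at 37 °C on non-fermentable ethanol glycerol medium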
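Growth-rescue viability read-out: after 48 h at the non-permissive 37C in glycerol/ethanol YPEG, yeast mitochondrial fusion mutants are measured by CellTiterGlo luminescence; compounds (23 nl pinned per well) restoring growth score as division inhibitors or fusion activators.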
MLL CXXC-DNA inh – MLL CXXC-DNA interaction inhibition; Q03164; MLL-CXXC / FITC-HOXA9 DNA fluorescence polarization; 290,000 compounds, 0.037% hits; Potency, µM (titrated, usually from 115 µM), for the others: top-dose activity change, negative = inhibition, usual class: inhibitors; AID 2662; active means well fitted inhibition curve with a large enough effect in the polarisation, with a control signal flat, not every such curve was filed as active; inconclusive means small, poorly fitted or top-dose-only effect, or effect the other way, or a change in a side signal; inactive means no such curve, though single readings can be large or run the other way; the % refers to the polarisation; further: potency means the concentration at half of the fitted maximal effect
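Steps: dispense CXXC domain solution (7 uM) → pin compounds or unlabeled HOX-A9 DNA control → 5 min ambient → add FLSN-HOX-A9 solution (50 nM) → spin → 30 min ambient → fluorescence polarization. Tris pH 7.5/NaCl/DTT/BSA buffer.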
The depositor's hits bear a star; ? = inconclusive; nt = not tested or not shown; [ ] = dose if it differs, or a comment. Unless noted, the call rests on the fitted dose curve; in most records, active means well fitted curve in the direction sought with a large enough effect; inconclusive means small, poorly fitted or top-dose-only effect, or another doubt; inactive means no such curve, though single readings can be large; an effect the other way counts as inactive or inconclusive. This is a subset; rates above refer to the full screens.

Every second line gives: PTAP TSG101 blk	TSHR antagonist	MBNL1-CUG inh	AT treatment	TCR activator	a7 integrin act	S-ASM inh	Menin MLL FP TR	Mito fusion yeast	MLL CXXC-DNA inh
O=C(O)c1ccc(Cl)c(S(=O)(=O)Nc2ccccc2Cc2ccccc2)c1
    -2%	-8	-14%	-2%	-6%	6%	3%	3%	2%	-3%
CCN(CC#CCC1(O)c2ccccc2-c2ccccc21)CCO
    -9%	15	-4%	-4%	nt	2%	2%	nt	0%	-3%
O=C(COC(=O)Cc1cccc(C(F)(F)F)c1)NCC1CCCO1 (centres undefined)
    -11%	1	-1%	1%	3%	-5%	0%	12%	0%	18%
c1ccc2nc(-c3ccc4c(c3)OCO4)ccc2c1
    -4%	-9	6%	22%	-2%	-4%	8%	-3%	-1%	6%
Cc1ccccc1NC(=O)COC(=O)CN1C(=O)NC(C)(C)C1=O
    -6%	11	-2%	-4%	2%	4%	3%	1%	-1%	?
C/C(Cc1ccccc1)=N\NC(=O)CNC(=O)c1ccccc1Br
    -4%	-7	nt	0%	4%[46.1 µM]	-5%	2%	1%	-6%	15%
O=C(COC(=O)CCc1ccccc1)NC1CCS(=O)(=O)C1 (centres undefined)
    -1%	3	nt	8%	-1%	17%	5%	nt	-8%	nt
COc1cc(-c2nnc(SC/C=C/c3ccccc3)n2N)cc(OC)c1OC
    -3%	-10	-8%	5%	-3%	29%	0%	-6%	1%	-2%
CC(C)C(=O)N1CCN(c2ccccc2NC(=O)c2cccc3ccccc23)CC1
    -7%	40	6%	-3%	-7%	-12%	-3%	5%	3%	27%
Oc1ccc(F)cc1-c1cc(-c2ccc3c(c2)OCCO3)n[nH]1
    -7%	-26	5%	5%	1%	2%	-1%	nt	0%	5%
COc1ccc(C)c2sc(N(CCCN(C)C)C(=O)c3ccc(S(=O)(=O)N(C)C)cc3)nc12
    -1%	-2	-9%	2%	-2%	?	-3%	-20%	-1%	6%
CC(=O)Nc1ccc(NC(=O)c2ccc(-n3c(C)ccc3C)cc2)cc1
    0%	20	0%	-5%	4%[46.1 µM]	-34%	-2%	5%	1%	10%
COc1ccc(S(=O)(=O)NCc2ccc3c(c2)cc(C)n3C)cc1
    -10%	-2	13%	3%	-6%	-15%	-6%	-13%[11.7 µM]	-1%	-8%
O=C(c1cccc2ccccc12)N1CCN(c2ccccc2F)CC1
    -5%	17	-1%	1%	6%	11%	0%	-14%	13%	-2%
Cc1cc(NC(=O)CSc2nnc(CNc3ccc(F)cc3)n2C2CCCCC2)no1
    -5%	7	7%	-7%	1%	6%	1%	-25%	-1%	10%
Cc1oc2c(C)c3oc(=O)c(CCC(=O)N4C[C@H]5C[C@@H](C4)c4cccc(=O)n4C5)c(C)c3cc2c1C
    -3%	2	-3%	6%	-2%	10%	17%	?	0%	9%
O=C(N/N=C/c1ccccc1O)c1cccc(C(F)(F)F)c1
    -1%	-8	-3%	-3%	1%[46.1 µM]	-11%	9%	-16%	0%	38%[activator]
Cc1occc1C(=O)Nc1cnn(CCCC(=O)O)c1
    1%	-4	2%	5%	-2%	-16%	5%	nt	-1%	-6%
CC(C)C1(c2ccsc2)NC(=O)NC1=O (centres undefined)
    1%	nt	nt	nt	-11%	14%	1%	nt	nt	nt
Cc1cc(NC(=O)CSc2ccc(-c3ccc(F)cc3)nn2)no1
    -1%	3	55%[activator]	0%	2%	-17%	1%	-8%	-4%	5%
CCN(CC)C(=S)NC(=O)Cc1ccccc1
    -1%	2	-7%	-2%	nt	-33%	0%	-6%	-4%	-1%
Cc1ccc(CCNC(=O)CCNS(=O)(=O)c2ccc3c(c2)oc(=O)n3C)cc1
    -2%	-3	1%	1%	-1%	-38%	4%	14%	-2%	-14%
Cc1ccccc1C(=O)N1[C@@H](C(C)C)COc2cc(Br)ccc2S1(=O)=O
    1%	nt	nt	nt	6%	4%	-6%	nt	nt	nt
CCn1nc(C(=O)NCCc2ccc3c(c2)OCCO3)c2ccccc2c1=O
    -4%	-2	nt	13%	3%	2%	3%	nt	nt	nt
Cc1ccc(S(=O)(=O)CCC(=O)OCC(=O)NC(=O)c2ccccc2)cc1
    0%	-5	nt	0%	-10%	3%	nt	nt	-11%	nt
Cc1cccc(C)c1-n1c(C)cc(/C=C2\NC(=O)NC2=O)c1C
    -1%	15	-4%	4%	-3%[46.1 µM]	-36%	16%	3%	?	19%
C/C(=C\c1ccco1)C1C(C#N)=C(N)OC2=C1C(=O)CC(C)(C)C2 (centres undefined)
    1%	-9	-1%	-7%	3%	15%	7%	14%	8%	-1%
O=C(O)c1ccc(Cl)c(S(=O)(=O)N(Cc2ccccc2)c2ccccc2Cl)c1
    -3%	-12	-13%	13%	3%	-18%	8%	?	?	-2%
CCN1CC(CN(C)Cc2nc(-c3ccc(OC)c4ccccc34)oc2C)CC1=O (centres undefined)
    -2%	-1	17%	-1%[11.5 µM]	7%	11%	22%	-18%	-3%	-1%
CCN(CC(=O)NCc1cccs1)C(=O)/C=C/c1cc(OC)c(OC)c(OC)c1
    0%	0	nt	5%	4%	-8%	4%	nt	1%	nt
O=C(NCCOc1ccccc1F)c1ccc2c(=O)n3c(nc2c1)CCC3
    -2%	-9	nt	4%	-9%	12%	51%[activator]	nt	0%	nt
O=C(Nc1ccc(Br)cc1Cl)c1ccc(OCC2CCCO2)cc1 (centres undefined)
    -4%	-18	nt	0%	5%	-15%	0%	nt	nt	nt
CCN(CC)S(=O)(=O)c1cccc(C(=O)NC(Cc2c[nH]c3ccccc23)c2nnc3n2CCCCC3)c1 (centres undefined)
    -4%	-9	-7%	-5%	-9%	3%	0%	4%	1%	4%
O=C(NCc1cccnc1)c1ccccc1NS(=O)(=O)c1ccccc1
    -2%	3	-4%	-5%	1%	?	-2%	nt	2%	2%
CCOc1ccc(N2C(=O)Nc3ccccc3C2(O)C(=O)NCc2ccc(OC)cc2)cc1 (centres undefined)
    1%	26	3%	3%	nt	-3%	-2%	-10%	-4%	15%
Cc1sc(N/N=C/c2cc([N+](=O)[O-])ccc2O)nc1-c1ccccc1
    -3%	-16	-5%	6%	-2%	0%	-12%	?	7%	0%
Clc1cc(Br)ccc1NCc1cccnc1
    -3%	-6	0%	-7%	-12%	24%	0%	-5%	-9%	11%
CCOc1cc(CNCCO)cc(Br)c1OCc1ccccc1Cl
    -4%	-4	-3%	5%	-2%	-62%[inhibitor]	-8%	-17%	-13%	-5%
CCOC(=O)C(C)Sc1nc2ccccc2c(=O)n1CC (centres undefined)
    -4%	-1	12%	?	5%	5%	0%	-9%	2%	-3%
CCC(CC)c1nnc(NC(=O)C2CC(=O)N(CCc3ccc(OC)c(OC)c3)C2)s1 (centres undefined)
    0%	-15	nt	-5%	5%	11%	-2%	nt	-6%	nt
O=C(CN1CCN(Cc2ccc3c(c2)OCO3)CC1)Nc1ccc(F)cc1
    -4%	6	-18%	3%	3%[46.1 µM]	-1%	3%	-7%	3%	8%
O=C(O)CCCCCNC(=O)Cn1nnc2ccccc2c1=O
    -3%	-7	0%	-15%	11%	22%	-2%	nt	0%	-4%
O=C(C(=O)N1CCOCC1)c1cn(CC(=O)N2CCc3ccccc3C2)c2ccccc12
    -9%	-4	-6%	1%	-5%	6%	3%	7%	4%	30%
CCOC(=O)COn1c(=O)c(-c2ccc(OC)c(OC)c2)[n+]([O-])c2ccccc21
    nt	8	?	-5%	6%[46.1 µM]	nt	nt	12%	3%	5%
COc1cc(/C=N/NC(=O)CC2(C)OCCCO2)ccc1OCc1ccc(Cl)cc1Cl
    0%	8	nt	1%	0%	-8%	-12%	8%	10%	2%
COc1ccc(-c2csc(NC(=O)C3CC(=O)N(Cc4ccco4)C3)n2)cc1 (centres undefined)
    0%	-15	-2%	3%	-2%	16%	-6%	7%	15%	0%
CC(NC(=O)c1ccccc1NC(=O)c1ccccc1)C(=O)N1CCOCC1 (centres undefined)
    1%	-1	nt	4%	-7%[46.1 µM]	9%	4%	-4%	-3%	-1%
O=C(Nc1ccccc1C(=O)Nc1cccnc1)c1ccccc1
    -1%	-2	-5%	2%	-2%	-12%	-2%	-11%	3%	-3%
CC1CC1C(=O)N(C)CC(=O)Nc1cccc(F)c1 (centres undefined)
    1%	5	nt	-7%	-9%	14%	-1%	nt	-5%	nt
